Assay outcomes deposited in PubChem BioAssay by The Scripps Research Institute Molecular Screening Center.
CHRM4 antagonist = blocks acetylcholine activation of human M4 receptor; P08173; CHO-hM4 cells, ACh EC80, Fluo-8 calcium fluorescence; inhibition, % at 3 µM; hit rate 0.73% among 360,000; AID 624125;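 active = inhibition above its plate's cutoff, the mean inhibition of sample wells plus 3 SD, cut at about 27% in these data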;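 also: 0% = acetylcholine EC80 with DMSO and 100% = DMSO without agonist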
Target sequence (P08173 whole entry, looked up): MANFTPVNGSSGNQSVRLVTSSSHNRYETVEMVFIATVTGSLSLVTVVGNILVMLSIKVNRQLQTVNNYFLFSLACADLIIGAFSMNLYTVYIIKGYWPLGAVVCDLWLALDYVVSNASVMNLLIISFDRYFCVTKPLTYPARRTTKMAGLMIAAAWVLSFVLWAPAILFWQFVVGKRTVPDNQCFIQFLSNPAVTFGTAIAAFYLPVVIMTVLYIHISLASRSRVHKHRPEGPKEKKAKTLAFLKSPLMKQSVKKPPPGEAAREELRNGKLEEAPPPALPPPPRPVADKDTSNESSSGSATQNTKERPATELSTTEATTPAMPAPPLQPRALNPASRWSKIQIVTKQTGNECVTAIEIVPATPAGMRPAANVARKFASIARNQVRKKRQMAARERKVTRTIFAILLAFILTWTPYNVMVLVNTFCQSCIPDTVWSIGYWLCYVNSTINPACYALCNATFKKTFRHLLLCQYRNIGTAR
CHRM4 agonist = CHRM4 agonism in calcium assay; CHO-K1 hM4/Gqi5, Fluo-8 calcium fluorescence; vehicle 0%, full acetylcholine response 100%; activation, % at 3 µM; hit rate 0.14% among 360,000; AID 624127;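 active = activation above the run mean over all test wells plus 3 SD, cut at about 32% in these data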;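 also: peak over basal fluorescence ratio per well then scaled between controls; 0% = DMSO wells and 100% = acetylcholine at EC100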
CHRM1 agonist = activates human CHRM1 receptor; P11229; CHO-K1 hM1, Fluo-8 calcium fluorescence, agonist mode; 0% DMSO, 100% acetylcholine EC100; activation, % at 3 µM; hit rate 0.33% among 360,000; AID 588814;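 active = activation above the run's mean compound activation plus 3 SD, cut at about 16% in these data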;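 also: peak over basal fluorescence ratio within a 140 s kinetic read after compound addition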
Target sequence (P11229 whole entry, looked up): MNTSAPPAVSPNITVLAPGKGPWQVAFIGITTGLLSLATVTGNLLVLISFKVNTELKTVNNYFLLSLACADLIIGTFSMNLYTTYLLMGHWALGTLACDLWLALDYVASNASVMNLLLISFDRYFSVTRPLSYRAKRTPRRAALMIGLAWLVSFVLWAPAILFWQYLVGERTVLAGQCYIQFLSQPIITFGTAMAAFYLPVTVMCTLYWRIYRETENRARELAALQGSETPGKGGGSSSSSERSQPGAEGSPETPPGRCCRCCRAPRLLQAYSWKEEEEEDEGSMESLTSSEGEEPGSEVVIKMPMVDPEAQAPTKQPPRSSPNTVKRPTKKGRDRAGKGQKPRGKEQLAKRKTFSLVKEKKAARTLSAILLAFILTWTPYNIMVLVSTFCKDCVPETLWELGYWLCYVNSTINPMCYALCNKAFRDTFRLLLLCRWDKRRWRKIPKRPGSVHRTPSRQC
M1 ag parental = M1 agonist counterscreen hit in parental CHO-K1 cells | Fluo-8 calcium fluorescence; scaled to maximal ATP response, vehicle zero | activation, % at 3 µM | hit rate 0.48% among 360,000 | AID 602248; in the data active = activation above about 15%;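 also: untransfected CHO-K1 host cells lacking M1 receptor as counterscreen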
M1 PAM = positive allosteric modulators of human M1 muscarinic receptor. P11229. CHO-K1 hM1, Fluo-8 calcium fluorescence, ACh EC20; 0% = ACh EC20, 100% = maximal ACh. activation, % at 3 µM. hit rate 0.088% among 360,000; in the data active = activation above about 19%, passing the limit was not always enough
CHO-K1 Ca antag = counter-screen for M1 antagonists: effect in parental CHO-K1 cells; ATP-induced calcium, Fluo-8 fluorescence; inhibition, % at 3 µM; hit rate 0.6% among 360,000;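 active = inhibition above a per-plate cutoff, the plate's mean sample inhibition plus 3 SD, cut at about 24% in these data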;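 also: 0% = DMSO plus EC80 ATP and 100% = DMSO alone without ATP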
CHRM1 antagonist = human CHRM1 antagonism; P11229; CHO-K1 hM1, Fluo-8 calcium fluorescence, ACh EC80 antagonist; inhibition, % at 3 µM; hit rate 1.3% among 360,000; AID 588852;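 active = percent inhibition above its own plate's cutoff, namely the mean of that plate's compound wells plus 3 SD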;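 also: peak over basal fluorescence ratio during 140 s after agonist addition; 0% = ACh EC80 plus DMSO and 100% = DMSO alone without agonist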
OXTR potentiator = human OXTR potentiation; hit rate 0.061% among 320,000; P30559; AID 2445; CHO-OTR cells, Fluo-8 calcium fluorescence, potentiator mode; 0% = oxytocin EC15, 100% = EC100; activation, % at 3 µM;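 active = activation above that plate's cutoff, the mean activation of tested compounds plus 3 SD, cut at about 6.6% in these data, passing the limit was not always enough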;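 also: 100% uses oxytocin at 75 nM as the full agonist control; some results filed as inactive read as strong as hits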
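Dosing: Single dose, 3.0 µM nominal final compound concentration | Material: Human OTR in CHO cells | Technique: Kinetic Fluo-8 calcium fluorescence | Benchmarks: EC15 oxytocin alone as 0%, 75 nM oxytocin as 100% | Probe or stimulus: Oxytocin at about EC15, sub-maximal agonist stimulus | Incubation: Compound 6 min at room temperature before oxytocin, 100 s read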
CHO parental Ca = counter-screen for OX1R antagonists: effect in parental CHO cells | parental CHO-K1, ATP-induced calcium, Fluo-8 fluorescence | inhibition, % at 5.6 µM | hit rate 0.63% among 330,000;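 active = inhibition above that plate's mean sample inhibition plus 3 SD, cut at about 26% in these data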;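 also: 0% = ATP-challenged DMSO wells and 100% = DMSO wells without ATP; some compounds past the cut are filed as inactive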
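Material – parental CHO cells · Reagent – ATP stimulus · Compound – single nominal dose of 5.6 µM per compound · Detection – Fluo-8 fluorescence · Read-out basis – percent inhibition of calcium signal · Controls – ATP-challenged DMSO wells low, unchallenged DMSO wells high · Repeats – no replicates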
Active calls of the source: *; . = not tested or not shown.

Structure	CHRM4 antagonist	CHRM4 agonist	CHRM1 agonist	M1 ag parental	M1 PAM	CHO-K1 Ca antag	CHRM1 antagonist	OXTR potentiator	CHO parental Ca
CCn1ccc(C(=O)Nc2ncc(C)s2)n1	5	0	-2	0.7	7	-2	-6	-5	2
COc1ccc(S(=O)(=O)NCCN2CCOCC2)c2ccccc12	-1	2	-1	8.3	0	1	7	-3	-16
Cn1c(SCC(=O)c2ccc3c(c2)NC(=O)CO3)nc2ccccc21	-4	0	-3	1.3	7	-11	-4	5	-13
Cc1ccc(S(=O)(=O)NC(C)(C)C)cc1C(=O)OCC(=O)N1CCCC1=O	-6	5	0	0.8	2	9	-4	1	-18
COc1cc(S(=O)(=O)NCc2ccccc2)ccc1Br	-1	1	-9	0.5	1	3	-2	-4	-7
C#CCOCCOCCOCCNc1nc(N2CCN(C(=O)[C@H](CC(N)=O)n3cc(C(N)[C@@H](C)CC)nn3)CC2)nc(N2CCN(C(=O)[C@H](CCC(=O)O)n3cc([C@@H](N)CCCCN)nn3)CC2)n1 (stereo not given in full)	1	0	-1	0.1	8	-9	-7	4	7
COc1cccc(CNC(=O)CCC2CCCN(c3cc(C)nc(N(C)C)n3)C2)c1 (stereo not given)	24	1	-4	0.3	-13	-20	29	2	-15
CCn1cc(CNCc2cn(C)nc2-c2ccc(C3CCCCC3)cc2)cn1	-1	11	-4	1.9	6	-7	-10	.	.
CCn1cc([C@@H]2C[C@H]3CN(Cc4cccc(Cl)c4)C(=O)[C@]34CCCN24)c(C)n1	4	1	-14	0.3	-10	-1	-4	4	-14
O=C(c1ccc(Cl)c(Cl)c1)c1cnc(Nc2ccccc2)s1	5	0	-1	0.0	10	11	-2	-2	-4
CCOC(=O)N1CCN(C(=O)CCC(=O)c2ccc(OCC)cc2)CC1	-2	-1	-6	-0.2	-3	-5	4	-7	-21
COc1cc(NS(=O)(=O)c2ccc(NS(=O)(=O)c3ccc(NC(C)=O)cc3)cc2)nc(OC)n1	1	0	-3	0.6	6	-9	-8	-4	0
COc1cccc(OCCCCCN2CCOCC2)c1	0	8	-7	2.6	-3	-10	6	1	-12
O=C1C=C(c2ccc(-c3ccccc3)c(F)c2)C[C@@H](c2ccc3c(c2)OCO3)C1	3	2	-2	0.8	10	-3	-8	-3	9
COc1ccc(/C=N\NC(=O)/C(=C\Nc2nccc(C)n2)NC(=O)c2ccccc2)cc1	11	3	-2	2.2	1	-4	2	-15	-22
Cc1cc(C(=O)CSc2nnc(N)s2)c(C)n1-c1c(C)n(C)n(-c2ccccc2)c1=O	12	0	-9	-0.4	-5	5	-9	-10	10
CCOC(=O)c1ccc(NC(=S)P(=O)(c2ccccc2)c2ccccc2)cc1	-5	0	3	0.6	-1	-12	-3	.	.
CCOC(=O)N1CCN(C(=O)Cn2cnc3ccccc3c2=O)CC1	1	1	-6	-0.4	-4	3	10	-4	4
Cc1cc(OCC(=O)NCc2ccncc2)c2c(C)c(C)c(=O)oc2c1	-14	-1	-1	-0.4	3	-11	-4	-8	-3
Cc1ccc(Cn2ncc3c(N4CCOCC4)ncnc32)cc1	4	6	-2	3.1	3	0	-1	-5	-1
Cc1ccc(C23CC4CC(CC(C(N)=O)(C4)C2)C3)cc1	4	1	-5	2.6	10	-10	-11	6	-9
CN(C)c1nc(N)nc2c1ncn2C1OC(CO)CC1O (stereo not given)	6	1	7	0.0	13	22	0	.	.
CSc1cccc(NC(=S)NCCCO)c1	8	0	-5	0.2	0	10	6	-2	-20
Cc1ccc(NC(=O)C2C(c3ccccc3)C=CC(c3ccccc3)C2C(=O)O)cc1 (stereo not given)	-4	-1	-6	-0.2	-3	-7	-4	-10	-10
CCN(CC(=O)Nc1ccccc1C(F)(F)F)C(=O)c1cc(-c2cccs2)nn1-c1ccccc1	-2	4	5	2.8	11	0	-14	-7	-16
COc1ccc(NC(=O)CCNS(=O)(=O)c2cccc3nonc23)cc1Cl	-11	6	0	2.5	-5	17	5	-6	-12
COc1cc(S(=O)(=O)N2CCN(c3ccccn3)CC2)ccc1Br	-3	1	-6	2.6	4	-3	-16	3	-18
COc1ccc(CCN(C(=O)COc2ccccc2)c2nc(-c3ccccc3)cs2)cc1OC	-5	1	-3	0.2	-4	10	11	-5	1
CCc1ccccc1NC(=S)N(CCN1CCOCC1)C1CCN(C(C)=O)CC1	-1	0	-4	0.2	5	-6	-5	-2	-8
CCCCN(CC)Cc1c(C)[nH]c2c(ccc3ccccc32)c1=O	9	0	-5	0.7	9	-1	-3	-2	-8
CC(C)Oc1ccc(NC(N)=O)cc1	-16	1	-2	0.1	9	-11	0	-11	-8
Cc1cc(C(F)F)n2nc(C(=O)Nc3sc4c(c3C(N)=O)CCC4)nc2n1	14	1	-1	-0.2	9	-8	-13	-5	-4
CC(=O)Nc1ccccc1C(=O)C(=O)O	4	0	-2	0.4	9	-9	-7	-10	-6
Cc1ccc(Nc2nnc(SC(C)C(=O)Nc3c(C)n(C)n(-c4ccccc4)c3=O)s2)cc1 (stereo not given)	-11	-1	-7	-1.1	0	-5	-13	3	-22
COc1cc2ccccc2cc1C(=O)O	-4	1	-2	0.3	7	-3	-13	-15	-7
COCCn1c(SCC(=O)c2[nH]c(C)c(C(C)=O)c2C)nc2ccccc2c1=O	-1	5	-4	2.0	2	8	-5	-9	6
CCN(C(=O)c1ccc(C)c(Br)c1)c1ccccc1	-13	-2	-12	0.2	1	-13	-2	-13	-15
CC(C)N(N=Nc1ccc([N+](=O)[O-])cc1)C(C)C	-7	-1	-10	0.2	-3	-9	-4	-12	-10
Cc1cc(C)cc(C(=O)NCC(=O)N2CCC3(CC2)NCCc2[nH]cnc23)c1	-4	0	-3	0.4	4	-6	-7	-14	-1
COc1cc2c(c3oc(-c4ccccc4)cc(=O)c13)C=CC(C)(C)O2	-10	6	0	1.3	-5	-8	-3	-5	2
CC(=O)c1cccc(NC(=S)NC(=O)c2ccccc2C)c1	-4	-1	-4	0.5	3	-8	-9	-5	-8
CC(C)CNS(=O)(=O)c1ccc(S(=O)(=O)N2CCC(N3CCCCC3)CC2)cc1	22	1	-5	0.2	1	-9	-5	-5	-4
CCOC(=O)C1C(=O)C=C(/C=C/c2ccc(N(C)C)cc2)CC1c1ccccc1 (stereo not given)	13	14	18*	22*	-7	14	21	-16	41*
Cn1c(=O)[nH]c2sc3c(c2c1=O)CC(C)(C)OC3	-3	1	-5	0.0	9	-3	-23	-1	-4
O=c1cc(-c2ccc3c(c2)OCO3)oc2ccccc12	1	2	-4	1.0	6	-25	-11	5	-16
CC(Sc1nnc(COc2ccc(Cl)cc2)n1Cc1ccco1)C(=O)N1CCNC1=O (stereo not given)	8	11	-1	4.9	2	-21	-2	-11	-9
CCN(CC)S(=O)(=O)c1ccc(NCCCn2ccnc2)c([N+](=O)[O-])c1	5	2	-10	1.7	-1	0	-7	-6	-8
COc1ccc(-c2csc(NC(=O)c3cccc(N4C(=O)CCC4=O)c3)n2)cc1OC	10	20	-3	8.2	-11	-12	19	4	-9
CSc1ncc(Cl)c(C(=O)Nc2nnc(SC)s2)n1	8	0	4	0.3	6	-1	-20	0	-8
COc1cc(CN2CCC(CO)(CCOc3ccccc3)CC2)cc(OC)c1OC	-8	3	-12	0.2	11	0	-6	2	-26
O=C(CC1NCCNC1=O)Nc1ccc([N+](=O)[O-])cc1 (stereo not given)	-2	0	-3	-0.3	1	-1	6	-1	-2
OC1CCN(Cc2cn(Cc3ccccc3)nc2-c2cc3ccccc3o2)CC1	5	14	-6	4.8	-5	1	-3	-7	-10
CC(C)COC(=O)C1C2C=CC3(CN(C(C)c4ccc(Br)cc4)C(=O)C13)O2 (stereo not given)	0	1	-3	0.3	6	1	-5	-5	-19
CCOc1ccc(CCNC(=O)CN2C(=O)c3cccnc3Oc3ccc(Cl)cc32)cc1	-4	12	-1	6.5	-8	-10	13	-6	-19
Cc1ccc(N2C(=O)Cc3ccccc3C2=O)cc1	-14	1	-1	-0.4	14	-7	-17	0	-24
CC(=O)Nc1ccc(S(=O)(=O)N2CCC(C(=O)NCCC(=O)NCc3ccncc3)CC2)cc1	-4	-1	-2	-0.5	11	-10	-18	-7	10
C/C=C/Cn1c(Br)nc2c1c(=O)[nH]c(=O)n2C	2	2	-2	0.4	8	-15	-1	0	-4
O=C(CC1C(=O)NCCN1Cc1ccc(Cl)c(F)c1)NC1CCC1 (stereo not given)	7	1	-4	0.3	-4	-9	6	-19	4
CSCCC(NS(=O)(=O)c1ccc(Cl)cc1)C(=O)OCc1c(Cl)cccc1Cl (stereo not given)	-13	-1	4	0.0	6	-2	-5	-10	-10
N#Cc1ccsc1NC(=O)CN1CCN(c2ccccc2)CC1	2	2	-3	0.6	2	5	-5	-6	-11

Arranged by value in M1 PAM (rising): three of the compounds above.
molecule	CHRM4 antagonist	CHRM4 agonist	CHRM1 agonist	M1 PAM	CHRM1 antagonist	OXTR potentiator
O=C(CC1C(=O)NCCN1Cc1ccc(Cl)c(F)c1)NC1CCC1 (stereo not given)	7	1	-4	-4	6	-19
N#Cc1ccsc1NC(=O)CN1CCN(c2ccccc2)CC1	2	2	-3	2	-5	-6
Cc1ccc(N2C(=O)Cc3ccccc3C2=O)cc1	-14	1	-1	14	-17	0

Reprinted from the entries so far for reference:
Structure	CHRM4 antagonist	CHRM4 agonist	CHRM1 agonist	M1 ag parental	M1 PAM	CHO-K1 Ca antag	CHRM1 antagonist	OXTR potentiator	CHO parental Ca
Cc1ccc(N2C(=O)Cc3ccccc3C2=O)cc1	-14	1	-1	-0.4	14	-7	-17	0	-24
CC(=O)Nc1ccc(S(=O)(=O)N2CCC(C(=O)NCCC(=O)NCc3ccncc3)CC2)cc1	-4	-1	-2	-0.5	11	-10	-18	-7	10
C/C=C/Cn1c(Br)nc2c1c(=O)[nH]c(=O)n2C	2	2	-2	0.4	8	-15	-1	0	-4
O=C(CC1C(=O)NCCN1Cc1ccc(Cl)c(F)c1)NC1CCC1 (stereo not given)	7	1	-4	0.3	-4	-9	6	-19	4
CSCCC(NS(=O)(=O)c1ccc(Cl)cc1)C(=O)OCc1c(Cl)cccc1Cl (stereo not given)	-13	-1	4	0.0	6	-2	-5	-10	-10
N#Cc1ccsc1NC(=O)CN1CCN(c2ccccc2)CC1	2	2	-3	0.6	2	5	-5	-6	-11
